# High-throughput results: PubChem, National Center for Advancing Translational Sciences (NCATS)
# VP16 counter: inhibits Gal4-VP16 luciferase reporter, ROR gamma counter-screen; Potency, µM (series often up to 53.6 µM), for inactives: at the highest dose activity, negative = inhibition, hits mostly inhibitors; AID 2546; Drosophila S2 Gal4-VP16 UAS-luciferase, luminescence, 20 h; 310,000 tested, 3.5% active;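 note: Gal4-VP16 expression switched on by copper sulfate through the metallothionein promoter; % is set by controls: 0 for no effect and ±100 for the full control effect; nearly all actives have a fitted effect of over 50% in size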
# Rab9 promoter act: activates the Rab9 promoter; Potency, µM (series often up to 9.22 µM), for inactives: at the top dose activation, negative = inhibition, most hits filed as activators; 320,000 tested, 2.8% active; AID 485297; Huh7 Rab9 promoter-luciferase reporter, luminescence, 24 h; note: % of control where 0% means no effect; nearly all actives have a fitted effect of over 60% in size
#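 Cell-based reporter: Huh7 stable for Rab9 promoter-driven luciferase, plated in reduced-serum medium with 10% FBS at 1500 cells/well, compound-treated 24 h at 37 °C, luminescence read after 10 min reagent.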
# FLuc modulator: counter-screen for miR-21 project: firefly luciferase inhibitors or activators. P08659. purified FLuc, Km substrates, luminescence inhibition. Potency, µM (highest dose often 57.5 µM), without a hit: top-dose activity change, negative = inhibition, usual class: inhibitors. 360,000 tested, 6.9% active;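 note: plate controls were vehicle for no effect and reference inhibitor for full effect; nearly all actives have a fitted effect of over 55% in size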
# Target sequence (P08659 whole entry, looked up): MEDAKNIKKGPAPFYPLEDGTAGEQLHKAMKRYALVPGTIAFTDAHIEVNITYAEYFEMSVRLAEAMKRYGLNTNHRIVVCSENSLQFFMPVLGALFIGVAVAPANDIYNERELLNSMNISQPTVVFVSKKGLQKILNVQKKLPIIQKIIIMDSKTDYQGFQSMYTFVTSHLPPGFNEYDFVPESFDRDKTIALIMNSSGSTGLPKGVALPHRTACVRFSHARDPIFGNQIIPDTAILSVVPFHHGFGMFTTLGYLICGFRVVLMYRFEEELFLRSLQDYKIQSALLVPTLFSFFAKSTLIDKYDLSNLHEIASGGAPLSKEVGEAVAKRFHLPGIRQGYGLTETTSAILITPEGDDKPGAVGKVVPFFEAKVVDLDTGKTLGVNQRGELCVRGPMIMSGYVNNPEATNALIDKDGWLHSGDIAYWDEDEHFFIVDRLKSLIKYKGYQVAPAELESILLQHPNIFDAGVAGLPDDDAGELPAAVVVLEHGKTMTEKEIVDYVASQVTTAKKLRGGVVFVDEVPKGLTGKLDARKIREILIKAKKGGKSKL
#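 Purified P. pyralis luciferase, 10 nM final, with Km-level 10 uM D-luciferin and 10 uM ATP in 50 mM Tris acetate pH 7.5, 10 mM Mg acetate, 0.01% Tween-20, 0.05% BSA; 6-point qHTS titration about 60 µM downward; luminescence read.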
# p53 reactivator: restores transcriptional activity of mutant p53; H1299 p53-A138V BP100-luciferase reporter, luminescence, 24 h; Potency, µM (titrated, usually from 92.2 µM), without a hit: at the top dose activity change, positive = activation, actives largely listed as activators; 320,000 tested, 0.063% active; note: % of control where 0% means no effect; nearly all actives have a fitted effect of over 45% in size
#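 p53-null H1299 cells stably carrying temperature-sensitive p53-A138V and a BP100-luciferase reporter were pinned with compounds (4-point, 1:5 series) and held 24 hrs at 37 deg C. Luminescence was read 10 min after detection reagent.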
# MBNL1 CUG block: MBNL1-poly(CUG) RNA binding inhibition; Potency, µM (top dose mostly 57.5 µM), for inactives: at the highest dose activity change, negative = inhibition, actives largely listed as inhibitors; TR-FRET MBNL1-His/biotin-(CUG)12 binding, 665/545 ratio; 280,000 tested, 0.036% active; Q9NR56; AID 2675; active = well fitted inhibition curve with a large enough effect in the signal ratio, with a control signal flat, not every such curve was filed as active; inconclusive = small, poorly fitted or top-dose-only effect, or effect the other way, or a change in a side signal; inactive = no such curve, though single readings can be large or run the other way; the % refers to the signal ratio; note: % is set by controls: 0 for no effect and ±100 for the full control effect
# Target sequence (Q9NR56 whole entry, looked up): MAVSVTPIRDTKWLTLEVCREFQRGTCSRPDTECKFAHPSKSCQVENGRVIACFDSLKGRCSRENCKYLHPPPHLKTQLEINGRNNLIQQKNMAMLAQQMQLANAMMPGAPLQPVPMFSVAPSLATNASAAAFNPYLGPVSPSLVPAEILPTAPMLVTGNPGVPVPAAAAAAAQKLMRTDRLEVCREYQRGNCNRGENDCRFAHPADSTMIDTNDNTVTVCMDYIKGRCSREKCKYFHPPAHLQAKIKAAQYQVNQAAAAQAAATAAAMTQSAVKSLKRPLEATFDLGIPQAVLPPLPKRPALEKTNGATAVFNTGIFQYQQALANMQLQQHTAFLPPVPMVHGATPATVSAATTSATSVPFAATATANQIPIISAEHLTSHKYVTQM
#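 Ratiometric TR-FRET (665 over 545 nm, excitation 340 nm) tracks disruption of MBNL1-His/biotin-(CUG)12 complex after 60 min at room temperature, with compounds at 92 nM to 58 uM final.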
# NPC1 promoter act: activators of NPC1 promoter. Potency, µM (series often up to 9.22 µM), for inactives: top-dose activation, hits mostly activators. 320,000 tested, 2.4% active. Huh7 NPC1 promoter luciferase reporter, 24 h;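 note: % of control where 0% means no effect; nearly all actives have a fitted effect of over 60% in size; reporter is driven by a mutant NPC1 promoter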
#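 Huh7 reporter cells (NPC1 promoter driving luciferase) are dosed with compound for 24 h at 37 °C, 5% CO2; luciferase detection reagent is then added and luminescence measured after 10 min at ambient temperature.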
# ELG1 genotoxic: genotoxicity induction in ELG1-luciferase HEK293T cells; HEK293T ELG1-luciferase reporter, luminescence, 16 h; 330,000 tested, 1.3% active; Potency, µM (doses to about 46 µM), inactives show at the top dose activity change, positive = activation, usual class: activators; note: % of control where 0% means no effect; nearly all actives have a fitted effect of over 60% in size
#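 ELG1-luciferase HEK293T cells, 2,000/well; compound pinned in; 16 hr, 37 °C, 5% CO2; ONE-Glo, 30 min RT; luminescence on CCD imager.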
# RORgamma inh: ROR gamma (mouse) transcription inhibition. Drosophila S2 Gal4-RORgamma UAS-luciferase reporter, 20 h. Potency, µM (highest dose often 53.6 µM), for inactives: at the highest dose activity change, negative = inhibition, usual class: inhibitors. 310,000 tested, 5.4% active. P51450; note: % is set by controls: 0 for no effect and ±100 for the full control effect; nearly all actives have a fitted effect of over 60% in size
#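 Drosophila S2 cells stably expressing Gal4-DBD/mouse RORγ fusion under metallothionein promoter plus UAS-luciferase; compound 1 h, then 700 uM CuSO4 induction for 20 h at ambient temperature; inhibition read as reduced luminescence.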
# uPA surface inh: inhibitors of cell surface uPA generation | Potency, µM (top dose mostly 38.3 µM), for the others: top-dose activity change, negative = inhibition, actives largely listed as inhibitors | AID 540303 | 330,000 tested, 0.31% active | cell surface uPA generation assay, qHTS; active = well fitted inhibition curve with a large enough effect; inconclusive = small, poorly fitted or top-dose-only effect; inactive = no such curve, though single readings can be large or run the other way; tested in mouse RAW 264.7 cells; note: % is set by controls: 0 for no effect and ±100 for the full control effect; nearly all actives have a fitted effect of over 55% in size
# BRCA1 expr up: BRCA1 expression activation | Potency, µM (top dose mostly 46.1 µM), for inactives: top-dose activation, usual class: activators | MCF7-BRCA1-FFLuc reporter, luminescence, 48 h; response scale: scaled: vehicle 0%, 10 µM genistein 100% | AID 624202 | 380,000 tested, 1.1% active; note: nearly all actives have a fitted effect of over 80% in size; some results filed as inactive show a strong effect at the top dose
#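 Cells: MCF7-BRCA1-FFLuc, 2000/well. Exposure: 48 h, 37 °C, 5% CO2. Read: luminescence, 15 min post-substrate. Controls: genistein 10 microM (maximal activation), DMSO (neutral).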
# * = called active by the depositor; ? = inconclusive; / = not tested or not shown; & = joins results of further samples; [ ] = another dose, or the depositor's remark. Unless noted, calls come from the whole dose curve; as a rule, active = well fitted curve in the direction sought with a large enough effect; inconclusive = small, poorly fitted or top-dose-only effect, or another doubt; inactive = no such curve, though single readings can be large; an effect the other way counts as inactive or inconclusive. Potency is the fitted concentration of half-maximal effect.
SMILES,VP16 counter,Rab9 promoter act,FLuc modulator,p53 reactivator,MBNL1 CUG block,NPC1 promoter act,ELG1 genotoxic,RORgamma inh,uPA surface inh,BRCA1 expr up
CC(=O)OC(C)(CCC(C)(OC(C)=O)C(C)=O)C(C)=O (stereo not given),-3%,-5%,4%,-11%,-20%,7%,-1%,-2%[10 µM],10%,-9%
Cc1ccc(/C=C2/SC(=S)N(CC(=O)Nc3ncc(Cc4ccc(C)cc4)s3)C2=O)cc1,13%,5%,3%,0%,-8%,-2%,-3%,-28%,4%,-19%
CCC(COC)NC(=O)CCc1nnc(Cc2c[nH]c3ccccc23)o1 (stereo not given),9%,3%,2%,?,-7%,2%,1%,11%,13%,-4%
COc1ccc(/C=N/Nc2nc(-c3cccnc3)nc3ccccc23)cc1OC,-9%,7%,2.1µM*,4%,?,5%,4%,-11%,-1%,-9%
CCCOc1ccc(NC(=O)c2cc3cc(C)ccc3[nH]2)cc1,-9%,?,-9%,-6%,15%,1.8µM*,10%,-10%,-7%,13%
O=C(O)C12CC3CC(C1)CC(n1ncc(N4CCN(c5ccccc5)CC4)c(Cl)c1=O)(C3)C2,-6%,-1%,-1%,14%,?,0%,0%,-13%,3%,-14%
CCOc1ccc(N(C(=O)CNC(=O)c2ccco2)C(C(=O)NC2CCCC2)c2ccco2)cc1 (stereo not given),2%,0%,1%,26%,2%,2%,-1%,10%,0%,-13%
CS(=O)(=O)N1CCC(C(=O)Nc2cccc(F)c2)CC1,-16%,3%,-1%,3%,2%,-4%,0%,1%[1.91 µM],-4%,-1%
COC(=O)c1ccccc1Oc1ccc(NC(=O)c2ccco2)cc1,-3%,1%,?,5%,-5%,13%,4%,19%,0%,41%
O=C(Nc1cccnc1)c1cc(-c2ccccc2O)on1,1%,-4%,1.3µM*,9%,-10%,0%,-2%,0%,-30%,-49%
CC1(C)Cc2c(cnn2-c2ccccc2)C(=O)/C1=N\NC(=O)c1ccccc1N,-1%,-1%,0%,8%,-3%,13%,3%,2%,-4%,-2%
CC(=O)Nc1nnc(C2=COCCO2)o1,0%,4%,-2%,-2%,3%,1%,-5%,2%,5%,-5%
O=C(NC1CCS(=O)(=O)C1)C1CCCC1 (stereo not given),/,-5%,4%,1%,/,-5%,-3%,/,3%,-7%
C[C@]12c3[nH]c4cc(-c5ccco5)ccc4c3CCN1C(=O)[C@@H](CC(=O)NCCCn1ccnc1)C[C@@H]2C(=O)N1CCCCC1,/,/,/,13%,/,/,0%,/,2%,-19%
O=c1c2cc3c(cc2[nH]c(=S)n1CCN1CCOCC1)OCO3,-7%,-1%,2%,-1%,-4%,-3%,3%,?,2%,0%
Cc1ccc(-c2nnn(CC(=O)N(Cc3cccs3)C(C(=O)NC(C)(C)C)c3ccco3)n2)o1 (stereo not given),-7%,-6%,7%,11%,-5%,-1%,3%,?,5%,2%
CC1=C(C#N)C(=O)N(C2CCS(=O)(=O)C2)C(=O)/C1=C\c1ccco1 (stereo not given),?,-1%,?,-1%,?,-1%,-5%,-1%,/,/
COc1ccc(CCNC(=O)C(=O)NCC2CCCN2S(=O)(=O)c2cccs2)cc1 (stereo not given),/,0%,1%,-5%,/,-4%,-9%,/,-1%,-2%
Cn1ncc2c(Nc3ccc(Cl)cc3)ncnc21,?,-1%,?,6%,-6%,-4%,11%,28%,4%,6%
CCOc1c(CNCCN2CCOCC2)cccc1OC,6%,-3%,2%,1%,-1%,0%,0%,3%,/,9%
COc1ccc(S(=O)(=O)N2CCCC2)cc1C(=O)O,-9%,-4%,-5%,19%,-4%,-7%,0%,1%,?,10%
COc1ccc(N=C2CCCN2CC(N)=O)cc1,-5%,0%,1%,-8%,-2%,-3%,0%,-4%,-3%,-16%
CC1CC(C)CN(C(=O)c2ccc3c(c2)OCCO3)C1 (stereo not given),/,1%,2%,-11%,/,-3%,4%,/,9%,-25%
CC1C(=O)N(Cc2ccccc2)c2ccccc2N1C(=O)c1ccccc1 (stereo not given),2%,-12%,0%,-2%,-1%,3%,-6%,8%,-1%,-26%
Cc1ccc(C)c(S(=O)(=O)Nc2nc(C)c(C(=O)Nc3ccccc3)s2)c1,0%,-8%,-17%,3%,/,1%,2%,?,-3%,-19%

# 3 compounds from above, ordered by length of the SMILES, rising.
SMILES,VP16 counter,Rab9 promoter act,FLuc modulator,p53 reactivator,MBNL1 CUG block,NPC1 promoter act,ELG1 genotoxic,RORgamma inh,uPA surface inh,BRCA1 expr up
COc1ccc(S(=O)(=O)N2CCCC2)cc1C(=O)O,-9%,-4%,-5%,19%,-4%,-7%,0%,1%,?,10%
CS(=O)(=O)N1CCC(C(=O)Nc2cccc(F)c2)CC1,-16%,3%,-1%,3%,2%,-4%,0%,1%[1.91 µM],-4%,-1%
Cc1ccc(C)c(S(=O)(=O)Nc2nc(C)c(C(=O)Nc3ccccc3)s2)c1,0%,-8%,-17%,3%,/,1%,2%,?,-3%,-19%

# Continued:
SMILES,VP16 counter,Rab9 promoter act,FLuc modulator,p53 reactivator,MBNL1 CUG block,NPC1 promoter act,ELG1 genotoxic,RORgamma inh,uPA surface inh,BRCA1 expr up
CCOC(=O)c1ccc(NC(=O)N2CC(C)OC(C)C2)cc1 (stereo not given),0%&0%,19%&-2%,0%&0%,-2%&-4%,5%&-1%,10%&-3%,-2%&1%,13%&18%,/,6%
CCCC(=O)Nc1cc(C(F)(F)F)ccc1N1CCOCC1,-4%[10 µM],-8%,-8%,1%,2%,0%,3%,18%,-2%,-18%
O=C(Nc1ccsc1C(=O)O)c1ccccc1Cl,-2%,6%,?,7%,-7%,-4%,0%,-20%,0%,35%
CCOc1cc(N2CCOCC2)c(OCC)cc1NC(=O)c1ccc(OC)c(S(=O)(=O)N2CCOCC2)c1,/,/,/,-13%,/,/,0%,/,-1%,-15%
COc1ccc(S(=O)(=O)N(C)CC(=O)Nc2c(F)cccc2F)cc1,?,-3%,8%,-3%,0%,1%,-1%,-37%,4%,4%
COc1ccc(Nc2nc3ccccc3n3nnnc23)cc1,4%,0%,-14%,1%,9%,3%,8%,-23%,-2%,-53%
CCC(C)NC(=S)N1CCN(C)CC1 (stereo not given),-2%,4%,1%,0%,-6%,2%,2%,-7%,3%,0%
Cc1ccc(-n2c(C)cc(/C=N/Nc3ccc([N+](=O)[O-])cn3)c2C)c(C)c1,-12%,12%,-4%,30%,6%,-6%,-2%,8%,7%,25%
O=C(Nc1ccc(S(=O)(=O)Nc2ccccc2)cc1)C1CC1,-1%,-2%,-1%,0%,-2%,1%,-4%,?,3%,-20%
CC(C)(Cc1nc2ccccc2[nH]1)C(=O)O,-3%,6%,0%,5%,-5%,0%,-1%,-20%,/,13%
COc1cc(/C=C2/SC(=S)N(CC(=O)Nc3cccnc3)C2=O)cc(OC)c1OC,2%,-1%,-4%,-3%,3%,0%,-2%,-6%,2%,3%
Cc1nc2ccccc2n1CCCOc1ccccc1,?,17%,11µM*,28%,-6%,12%,14%,?,-2%,?
COc1ccc(OCC(=O)Nc2cccc(-c3nc4ccccc4o3)c2)cc1,-9%,?,?,?,16%,4.5µM*,?,2%,-11%,96%
Cc1nnc(NC(=O)CSc2nc(C(C)C)nc3ccccc23)s1,-3%,-23%,2%,-6%,4%,-21%,-3%,-10%,-7%,-85%
CCc1ccccc1NC(=O)Cc1cn(C)c2ccccc12,1%,-4%,-11%&-12%,-1%,-6%,-6%,1%,?,5%,-1%&13%
NC(=O)c1c(-c2cccs2)csc1N,7%,-1%,?,3%,4%,-4%,-19%,-4%,1%,1%
CN1CCN(S(=O)(=O)c2ccc(=O)[nH]c2)CC1,13%,-3%,-1%,-4%,-9%,-2%,-4%,27%,8%,-2%
Cc1cccc(-n2ncc3c2CCCC3NC(=O)CN2CCOC2=O)c1C (stereo not given),2%,-1%,-5%,2%,-5%,0%,0%,36%,3%,7%
CC(O)Cn1cnc2c1c(=O)n(C)c(=O)n2C (stereo not given),1%,3%,2%,4%,-25%,1%,1%,-9%,1%,0%
COc1ccc(S(=O)(=O)Nc2ccc(CC#N)cc2)cc1,4%,-1%,1%[2.3 µM],0%,-1%,1%,-9%,14%,1%,-11%

# Profiles, looked up by structure.
# CCOC(=O)c1ccc(NC(=O)N2CC(C)OC(C)C2)cc1 (stereo not given) is listed as VP16 counter: 0%&0%; Rab9 promoter act: 19%&-2%; FLuc modulator: 0%&0%; p53 reactivator: -2%&-4%; MBNL1 CUG block: 5%&-1%; NPC1 promoter act: 10%&-3%; ELG1 genotoxic: -2%&1%; RORgamma inh: 13%&18%; uPA surface inh: /; BRCA1 expr up: 6%
# COc1ccc(OCC(=O)Nc2cccc(-c3nc4ccccc4o3)c2)cc1 is listed as VP16 counter: -9%; Rab9 promoter act: ?; FLuc modulator: ?; p53 reactivator: ?; MBNL1 CUG block: 16%; NPC1 promoter act: 4.5µM*; ELG1 genotoxic: ?; RORgamma inh: 2%; uPA surface inh: -11%; BRCA1 expr up: 96%
